H1N1 NS1A inhibition: NS1A inhibition, H1N1 influenza, cell based functional assay (AID 504329); NS1A functional cell-based assay, percent inhibition; higher % means a stronger effect; inhibition, % at 12.5 µM; hits with a dose series show IC50 in µM; 340,000 compounds, 0.3% hits; in the data active means a potency from the dose series; inconclusive means inhibition above about 27% without an active follow-up result; further: strong numbers were not always called active
PhoP GFP inhibition: Inhibition of PhoP regulon, Salmonella typhi GFP reporter cells, confirmation, 4 h (AID 1850); Salmonella Typhi PhoP-promoter GFP reporter, fluorescence, 4 h; higher % means a stronger effect; inhibition, % at 50 µM, or IC50 in µM where a hit was titrated; 310,000 compounds, 0.33% hits; in the data active means a potency from the dose series; inconclusive means inhibition mostly from about 25% at the one dose, without a potency; inactive means the rest, 99 in 100 with inhibition below about 19%;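 further: 0% = induced wells with vehicle and 100% = uninduced wells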
M. tuberculosis: growth inhibition of non-replicating M. tuberculosis (AID 488890); 320,000 compounds, 0.39% hits; one-dose inhibition, % at 25 µM; IC50 in µM for titrated hits; Mycobacterium tuberculosis non-replicating, growth inhibition; higher % means a stronger effect; in the data active means a potency from the dose series; inconclusive means inhibition mostly from about 82% at the one dose, without a potency; inactive means the rest, 99 in 100 with inhibition below about 76%;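 further: plate controls were DMSO cells for no effect and high antibiotic wells for full effect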
M. tuberculosis HTS: M. tuberculosis growth inhibition, HTS (AID 449762); M. tuberculosis H37Rv growth inhibition, 7H9 media; higher % means a stronger effect; one-dose inhibition, % at 25 µM; IC50 in µM for titrated hits; 330,000 compounds, 0.59% hits; in the data active means a potency from the dose series; inconclusive means inhibition above about 70% without an active follow-up result;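 further: bacterial growth assessed after seven days of incubation; strong numbers were not always called active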
VEEV TC-83 Vero: inhibitors of VEEV TC-83 cytopathic effect, confirmation, Vero cells (AID 588727); Vero cells, VEEV TC-83 cytopathic effect inhibition; higher % means a stronger effect; inhibition, % at 20 µM, or IC50 in µM where a hit was titrated; 350,000 compounds, 0.13% hits; in the data active means a potency from the dose series; inconclusive means inhibition mostly from about 14% at the one dose, without a potency; inactive means the rest, 99 in 100 with inhibition below about 12%; further: strong numbers were not always called active
VEEV TC-83 Vero 10K pilot screen: also measured in VEEV TC-83 Vero; calls as there; inhibition, %; measured here: 10K pilot screen inhibition
Active calls of the source: *; i = inactive; ? = inconclusive; . = not tested or not shown; & = joins results of further samples.

SMILES	H1N1 NS1A inhibition	PhoP GFP inhibition	M. tuberculosis	M. tuberculosis HTS	VEEV TC-83 Vero	others
CCCNC(=O)CN(c1ccc(F)c(Cl)c1)S(C)(=O)=O	2%	-10%	-8%	-4%	0.6%
CC(C)N1CCN(Cc2cccc([N+](=O)[O-])c2)CC1	2%	-6%	-2%	-12%	0.6%	VEEV TC-83 Vero 10K pilot screen=0.1
O=C1CCC(C(=O)N2CCCCO2)CN1CCc1ccccc1 (stereo unspecified)	-3%	5%	2%	4%	2.2%
CCCCCCOC(=O)Sc1nc2ccccc2o1	0%	-11%	?	-8%	6.6%
O=[N+]([O-])c1ccc(NC(=S)N2CCCC2)cc1	-11%	-9%	18%	3%	0.6%
CC1CCN(Cc2cc(=O)oc3cc(O)c(Cl)cc23)CC1	-1%	-30%	-9%	-5%	0.5%
CNC(=O)c1c(Cl)cnn1-c1ccc(F)cc1	-5%	14%	-9%	-8%	5.2%
CC(C)NC(=O)N(C)C[C@H]1Oc2ccc(NC(=O)Cc3ccccc3)cc2C(=O)N([C@H](C)CO)C[C@@H]1C	19%	.	-10%	-2%	0.5%
COc1cc(/C=C2/C(=O)NN(c3cccc(C)c3)C2=O)ccc1OC(=O)c1ccco1	1%	22%	5.5µM*	?	i
CC(C)C[C@@H](CN)NC(=O)c1nc[nH]c1C(=O)N[C@@H](CC(C)C)C(=O)CNC[C@H](C)NC(=O)c1nc[nH]c1C(=O)N[C@@H](CC(=O)O)C(=O)O	-24%	.	.	.	1.2%
O=C(CN1C(=O)c2ccccc2S1(=O)=O)Nc1ncccn1	-13%	4%	-32%	-12%	1.3%
COc1ccc(N/N=C(\C#N)C(=N)SCc2ccccc2)cc1	1%	.	.	.	4.2%
Cn1c(C=O)c(-c2ccc3cc[nH]c3c2)c2ccccc21	2%	.	23%	?	4.6%
O=C(NCCc1ccccc1)C(=O)NCC1OCCCN1S(=O)(=O)c1ccc(F)cc1 (stereo unspecified)	-7%	-5%	-7%	0%	6.2%
CCN(CC)c1ccc(-n2c(C)c(C(C)=O)c(C(C)=O)c2C)cc1	-5%	-2%	29%	-2%	5.7%
COc1cc(NC(=O)[C@@H](NC(=O)c2ccco2)C(C)C)c(OC)cc1NC(=O)c1ccccc1	1%	-11%	18%	11%	6.8%
O=C(CSc1ccccn1)Nc1nc2c(ccc3ccccc32)s1	1%	-9%	-2%	-12%	i
Cc1ccc(OCC(=O)NC2CCCCCC2)cc1C	-2%	1%	41%	0%	i
CCC(=O)Nc1ccc(C(=O)NNC(=O)c2cccc(C)c2)cc1	-16%	3%	-21%	-4%	2.2%
O=C(CCN1C(=O)/C(=C/c2ccc3c(c2)OCO3)SC1=S)Nc1ccccc1	-5%	-10%	-8%	-5%	1.6%
CC(C)Oc1ccc(CCNC(=O)C2CCC(=O)N(C3CCCCCC3)C2)cc1 (stereo unspecified)	1%	4%	16%	5%	0.1%
Cc1n[nH]c(=O)c2c(NC(=O)COC(=O)/C=C/c3cccc(C(F)(F)F)c3)oc(C)c12	-11%	-3%	-9%	1%	2.6%
CSc1nc(NC(C)(C)C)nc(Oc2ccc(=O)[nH]n2)n1	-3%	2%	-5%	6%	1.7%	VEEV TC-83 Vero 10K pilot screen=0.9
CCOc1c(C)cc(-c2ncccc2O)cc1C	-1%&4%	7%&3%	14%&33%	-3%&11%	10%&6.7%
CN(C)C(=O)NC1CCCCCCCCCCC1	-11%	-6%	9%	-9%	i
COC(=O)c1ccc(C)c(NC(=O)C(CCSC)NC(=O)c2cc(OC)c(OC)c(OC)c2)c1 (stereo unspecified)	3%	1%	-1%	0%	i
Cc1c(C(=O)OC(C)C)sc(NC(=O)c2cnccn2)c1C(=O)OC(C)C	-42%	.	.	.	3.3%
CC(=NNC(=O)c1ccncc1)c1ccc2ccccc2c1O	-17%	.	.	.	11%
CN1CCN(C(=O)C2=C[C@H](c3ccccc3)C[C@H](OCc3ccc(CO)cc3)O2)CC1	-5%	-2%	-8%	0%	2.2%
Cc1cc(-c2n[nH]c(=S)n2/N=C/c2ccc(Br)s2)n[nH]1	10%	-16%	-19%	3%	1.3%
Cc1nc2c(o1)CCc1ccccc1C2O (stereo unspecified)	-3%	-5%	5%	7%	i
CCOc1ccccc1NC(=S)NCc1cccn1C	-13%	-3%	1%	-4%	0.5%
O=C(CCCC(=O)c1ccc(F)cc1)c1ccc(F)cc1	-5%	9%	50%	12%	2.7%
O=C1CC(Nc2ccc(N3CCOCC3)cc2)C(=O)N1c1ccccc1 (stereo unspecified)	-2%	6%	7%	-2%	0.3%
CCN(CC)S(=O)(=O)c1ccc(-n2cnnn2)c(C)c1	-9%	0%	-3%	-4%	0.8%
CCCC[C@@H](CN[C@H](C)CNC)NCC1CCC(C(C)(C)C)CC1 (stereo partly specified)	.	-25%	?	18µM*	.
CCc1ccc2[nH]c(C(=O)Nc3ccc(Br)c(C)n3)cc2c1	22%	.	.	.	0.1%
O=C(NCc1ccccc1)N1CCOc2ccccc21	-1%	12%	-2%	1%	0.5%
NS(=O)(=O)c1ccc(NC(=O)/C=C/c2ccc(S(=O)(=O)NCc3ccco3)cc2)cc1	11%	4%	20%	10%	i
Cc1ccc(Oc2ccc(NS(=O)(=O)c3cccc(C(=O)O)c3)cc2)cc1	-11%	.	12%	-1%	i

By substructure: the compounds so far containing bromine (two)
SMILES	H1N1 NS1A inhibition	PhoP GFP inhibition	M. tuberculosis	M. tuberculosis HTS	VEEV TC-83 Vero	others
Cc1cc(-c2n[nH]c(=S)n2/N=C/c2ccc(Br)s2)n[nH]1	10%	-16%	-19%	3%	1.3%
CCc1ccc2[nH]c(C(=O)Nc3ccc(Br)c(C)n3)cc2c1	22%	.	.	.	0.1%

Carrying on:
SMILES	H1N1 NS1A inhibition	PhoP GFP inhibition	M. tuberculosis	M. tuberculosis HTS	VEEV TC-83 Vero	others
Nc1ccc2nc(-c3cccc(-c4nc5ccc(N)cc5[nH]4)n3)[nH]c2c1	17%	10%	25%	3%	7.9%
CCCCNC(=S)Nc1ccc(F)cc1	-3%	-2%	75%	-1%	12%
O=C(O)c1ccccc1C(=O)N(Cc1ccccc1)Cc1ccccc1	-5%	-11%	15%	1%	i
Cc1nc2ccccn2c1C(=O)Nc1ccc2c(c1)OCCO2	12%	-2%	1%	-8%	3.6%
COc1ccc(CCNC(=O)CSc2ccc(NC(C)=O)cc2)cc1OC	-8%	8%	-7%	8%	i
CCC(=O)Nc1nc(OC)cc(OC)n1	10%	-1%	-6%	0%	1.0%
COCc1ccc(CN2CCCC(C(=O)Nc3ccc(-c4cscn4)cc3)C2)o1 (stereo unspecified)	5%	2%	8%	3%	2.4%
CCN(CC)c1ccc(C(=O)NN)cc1	-2%	4%	3%	12%	0.1%
CCn1c(=S)sc2c(=O)n(-c3ccccc3)c(=S)[nH]c21	-4%	8%	1%	-6%	5.9%
COc1ccc(C(=O)OCc2nc(N)nc(Nc3ccccc3C)n2)cc1OC	16%	-4%	-11%	10%	6.3%
CC(C)(C)c1ccc(Oc2ccc(N)cc2)cc1	3%	-2%	5%	0%	i
O=C(NCC(c1ccco1)N1CCOCC1)c1ccccc1 (stereo unspecified)	1%	-2%	-16%	-3%	0.7%
COc1cc(-c2noc(C)c2/C=C/c2ccc(N)cc2)cc(OC)c1OC	2%	-6%	10%	-1%	8.8%
O=C(c1ccco1)N1N=C(c2ccco2)CC1c1ccc(Cl)cc1Cl (stereo unspecified)	-1%	.	5%	0%	7.2%
COc1ccc(-n2c3c(cc(C(=O)N4CCC(C)CC4)c2=O)C(=O)CC(C)(C)C3)cc1	-1%	8%	-36%	-12%	0.6%
COc1ccc(NC(=S)Nc2cccc(S(=O)(=O)N3CCCCC3)c2)cc1	-1%	4%	66%	-14%	1.0%
Cc1cc(C)nc(/N=C2\NC(=O)CC(C(=O)O)N2c2ccc(Cl)cc2Cl)n1 (stereo unspecified)	2%	3%	-1%	11%	i
N#CC1=C(N)Oc2n[nH]c(-c3cccs3)c2C1C1C=CCCC1 (stereo unspecified)	4%	-7%	16%	3%	1.3%
COc1cccc(-c2c(C(=O)N/N=C/C3CC=CCC3)nnn2-c2nonc2N)c1 (stereo unspecified)	5%	-7%	17%	10%	i
Cc1ccsc1C(=O)N1CCCC(N(C)Cc2ccccc2)C1 (stereo unspecified)	1%	-9%	2%	-8%	i
CCC(Oc1cc(Cl)ccc1Cl)C(=O)NN1C(=O)C2C3CCC(C3=C(C)C)C2C1=O (stereo unspecified)	10%	-6%	13%	0%	i
CCc1ccc(OCC(=O)NNC(=O)C2CCN(c3ncnc4sc(C)c(C)c34)CC2)cc1	-2%	-6%	-11%	70%	8.3%
CC(C)C1Cc2c(sc(NC(=S)NC(=O)c3ccccc3)c2C#N)CO1 (stereo unspecified)	2%	-4%	15%	-3%	1.4%
CC(C)(C)OC(=O)N1CCC[C@H]1c1nnc(SCc2c(F)cccc2Cl)o1	-3%	-2%	4%	6%	2.0%
CCc1ccc(/C(C)=N/NC(=O)CNC(=O)/C=C/c2ccco2)cc1	-2%	-5%	1%	2%	0.6%
CCOC(=O)C1CCN(c2ccccc2CN2CCN(c3ccccc3OCC)CC2)CC1	1%	-4%	6%	22%	5.8%
CCN(CC)c1ccc(-n2c(O)c(C=C3N=c4ccccc4=N3)sc2=S)cc1	4%	-3%	-26%	10%	0.6%
O=C(N/N=C/c1ccc(Cl)s1)c1ccccc1[N+](=O)[O-]	-5%	0%	.	-8%	0.1%
CCOC(=O)C1CCN(C(c2cc3c(C)ccc(C)c3[nH]c2=O)c2nnnn2C2CCCCC2)CC1 (stereo unspecified)	1%	-6%	47%	49%	i
CC1=C(C(=O)Nc2ccccc2)C(c2ccncc2)C(C#N)=C(SCC(=O)NC(C)C)N1 (stereo unspecified)	-11%	4%	-7%	-6%	2.0%

Overlap with the part before: 6 compounds, then new ones.
SMILES	H1N1 NS1A inhibition	PhoP GFP inhibition	M. tuberculosis	M. tuberculosis HTS	VEEV TC-83 Vero	others
CCc1ccc(/C(C)=N/NC(=O)CNC(=O)/C=C/c2ccco2)cc1	-2%	-5%	1%	2%	0.6%
CCOC(=O)C1CCN(c2ccccc2CN2CCN(c3ccccc3OCC)CC2)CC1	1%	-4%	6%	22%	5.8%
CCN(CC)c1ccc(-n2c(O)c(C=C3N=c4ccccc4=N3)sc2=S)cc1	4%	-3%	-26%	10%	0.6%
O=C(N/N=C/c1ccc(Cl)s1)c1ccccc1[N+](=O)[O-]	-5%	0%	.	-8%	0.1%
CCOC(=O)C1CCN(C(c2cc3c(C)ccc(C)c3[nH]c2=O)c2nnnn2C2CCCCC2)CC1 (stereo unspecified)	1%	-6%	47%	49%	i
CC1=C(C(=O)Nc2ccccc2)C(c2ccncc2)C(C#N)=C(SCC(=O)NC(C)C)N1 (stereo unspecified)	-11%	4%	-7%	-6%	2.0%
CCC(NC(=O)CCc1c(C)c2cc3c4c(oc3cc2oc1=O)CCCC4)C(=O)O (stereo unspecified)	-12%	18%	-4%	3%	i
O=C(O)CCCCCN1C(=O)C(=O)/C(=C(/O)c2ccccc2)C1c1ccccc1 (stereo unspecified)	-44%	.	.	.	3.1%
CCOc1cc(N2CCOCC2)c(OCC)cc1NC(=O)c1oc2ccccc2c1C	7%	2%	-11%	0%	0.4%
O=[N+]([O-])c1ccc(/C([O-])=C(/C(=S)Nc2ccccc2F)[n+]2ccccc2)cc1	3%	8%	-5%	-2%	2.0%
CCN(CC(=O)NCCCN1CCOCC1)S(=O)(=O)c1ccc(F)cc1	6%	16%	-5%	2%	1.3%
O=C(Cn1c(=O)n(CC2CS2)c2ccccc21)N1CCCCC1 (stereo unspecified)	0%	5%	18%	4%	i
CCc1cc(C(=O)Nc2ccccc2)cs1	7%	16%	78%	-4%	3.1%
CN1C(=O)NC(=O)/C(=C\c2ccc([N+](=O)[O-])o2)C1=O	7%	5%	-3%	-1%	1.5%
CCCCCCn1c(=O)[nH]c2nc3cc(N)ccc3nc2c1=O	.	-55%	20%	-2%	.
O=C(O)CCCC(=O)N1N=C(c2ccccc2)CC1c1ccc2c(c1)OCO2 (stereo unspecified)	-7%	-6%	8%	-2%	0.3%
Cc1nnc(SCC2=C(C(=O)O)N3C(=O)C(NC(=O)Cn4nc(C)c(Cl)c4C)C3SC2)s1 (stereo unspecified)	-10%	-4%	-4%	-8%	1.1%
O=c1c2ccccc2c(C=Nc2ccc(S(=O)(=O)N3CCCCC3)cc2)c(O)n1-c1ccc(Cl)cn1	18%	7%	16%	2%	i
O=c1[nH]c(C2CCN(S(=O)(=O)c3ccccc3)CC2)nc2c1nnn2Cc1ccc2c(c1)OCCO2	1%	-22%	24%	?	2.2%
